Pol kappa inh: qHTS for Inhibitors of Polymerase Kappa; DNA polymerase kappa (Homo sapiens), Q9UBT6; purified Pol kappa, fluorescent DNA synthesis assay, 10 min; Potency, µM (highest dose often 107 µM), for inactives: at the top dose activity, negative = inhibition, hits mostly inhibitors; 400,000 compounds, 0.53% hits; AID 588579, 2011; also: potency is read from the fitted curve at half-maximal effect; % is scaled to controls: 0 for no effect and ±100 for the full control effect
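Fluorescent qHTS in 1536-well format: enzyme (10 nM) and compound sat 15 min at room temperature before 50 nM substrate (final) was added. Signal taken at 0 and 10 min; no-enzyme buffer wells were negative controls.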
RGS4 inh: Inhibitors of Regulator of G Protein Signaling (RGS) 4: qHTS; Regulator of G-protein signaling 4 (Homo sapiens), P49798; Transcreener GDP fluorescence polarization, RGS4-accelerated GTP hydrolysis; Potency, µM (doses to about 114 µM), without a hit: at the highest dose activity change, negative = inhibition, actives largely listed as inhibitors; 390,000 compounds, 0.039% hits; also: potency is read from the fitted curve at half-maximal effect; % is scaled to controls: 0 for no effect and ±100 for the full control effect; nearly all actives have a fitted effect of over 75% in size; some results filed as inactive show a strong effect at the top dose
Target sequence (P49798 whole entry, looked up): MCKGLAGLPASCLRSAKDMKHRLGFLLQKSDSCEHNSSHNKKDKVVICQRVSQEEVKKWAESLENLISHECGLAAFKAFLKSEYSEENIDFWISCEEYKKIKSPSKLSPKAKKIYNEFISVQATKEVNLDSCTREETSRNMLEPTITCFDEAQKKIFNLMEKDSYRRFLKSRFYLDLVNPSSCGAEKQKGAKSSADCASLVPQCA
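MLSMR compounds (23 nl, pin-transferred) preincubated 10 min at room temperature with a 500nM (2x) first reagent, then RGS4 at 900nM (2x) plus Transcreener GDP mix added; fluorescence polarization (620/688 nm) read before and after 90 min at 30 °C.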
ERG-DNA inh: qHTS for Small Molecule Inhibitors of the ERG Ets/DNA interaction; Transcriptional regulator ERG (Homo sapiens), P11308; fluorescence polarization, His-ERG Ets domain / labelled DNA; Potency, µM (highest dose often 76.9 µM), without a hit: at the highest dose FP activity, negative = inhibition, usual class: inhibitors; 370,000 compounds, 0.028% hits; AID 624246, 2012; active = well fitted inhibition curve with a large enough effect in the polarisation, with a control signal flat; inconclusive = small, poorly fitted or top-dose-only effect, or effect the other way, or a change in a side signal; inactive = no such curve, though single readings can be large or run the other way; the % refers to the polarisation;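 also: polarization taken with two DNA probes labelled with fluorescein and Texas red; potency is read from the fitted curve at half-maximal effect; % of control where 0% means no effect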
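His-tagged ERG Ets domain (1 uM in the protein solution; 300mM KCl, 50mM Tris-HCl, 1mM EDTA, 1mM DTT, pH 7.5) received compound, then a probe mix of 5 nM fluorescein-DNA and 100nM Texas-615-DNA. Fluorescence polarization was read for both dyes.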
12-LOX inh: Primary qHTS assay for inhibitors of human arachidonate 12S-lipoxygenase (ALOX12): Round 2; purified 12hLO, xylenol orange hydroperoxide absorbance; Polyunsaturated fatty acid lipoxygenase ALOX12 (Homo sapiens), P18054; Potency, µM (highest dose often 108 µM), without a hit: at the top dose activity change, negative = inhibition, most hits filed as inhibitors; AID 1671190, 2021; 580,000 compounds, 1.1% hits; also: potency is read from the fitted curve at half-maximal effect; % is scaled to controls: 0 for no effect and ±100 for the full control effect
Target sequence (P18054 whole entry, looked up): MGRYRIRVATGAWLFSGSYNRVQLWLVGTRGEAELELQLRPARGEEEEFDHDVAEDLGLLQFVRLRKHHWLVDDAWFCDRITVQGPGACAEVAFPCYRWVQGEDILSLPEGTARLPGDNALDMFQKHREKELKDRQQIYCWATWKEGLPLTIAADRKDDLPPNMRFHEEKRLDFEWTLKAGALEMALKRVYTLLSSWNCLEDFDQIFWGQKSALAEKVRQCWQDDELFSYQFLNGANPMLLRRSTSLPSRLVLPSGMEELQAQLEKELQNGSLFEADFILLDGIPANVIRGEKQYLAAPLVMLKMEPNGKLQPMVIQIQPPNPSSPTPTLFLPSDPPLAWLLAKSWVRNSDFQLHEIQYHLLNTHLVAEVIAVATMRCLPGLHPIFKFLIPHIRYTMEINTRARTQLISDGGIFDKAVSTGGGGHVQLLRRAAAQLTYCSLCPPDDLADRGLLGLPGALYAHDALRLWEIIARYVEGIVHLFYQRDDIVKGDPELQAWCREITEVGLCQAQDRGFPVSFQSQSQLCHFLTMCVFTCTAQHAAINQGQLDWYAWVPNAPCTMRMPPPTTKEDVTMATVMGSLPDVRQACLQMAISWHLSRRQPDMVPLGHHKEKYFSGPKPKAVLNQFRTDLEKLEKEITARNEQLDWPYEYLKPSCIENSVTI
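Purified human 12hLO (150 nM final) in 25 mM Hepes, 0.01% Triton X-100, pH 7.0 was preincubated 15 min at room temperature with compound. Then 40 uM arachidonic acid was added, 30 min. Hydroperoxide was read by Fe-XO absorbance ratio 573/405 nm.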
Pol eta inh: qHTS for Inhibitors of Polymerase Eta | recombinant Pol eta, fluorescent DNA replication assay | Potency, µM (top dose mostly 114 µM), inactives show at the highest dose activity change, negative = inhibition, actives largely listed as inhibitors | 390,000 compounds, 1.2% hits | AID 588591, 2011 | DNA polymerase eta (Homo sapiens), Q9Y253; also: potency is read from the fitted curve at half-maximal effect; % is scaled to controls: 0 for no effect and ±100 for the full control effect
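Fluorescent replication assay: 50 nM final substrate added after a 15 min room-temperature compound preincubation with 10 nM enzyme. Signal taken at 0 min and again at 10 min.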
Anesthetic bind: qHTS Assay for Identification of Novel General Anesthetics. Ferritin light chain (Equus caballus), P02791. apoferritin/1-aminoanthracene competitive binding, fluorescence. Potency, µM (titrated, usually from 77.5 µM), for inactives: top-dose activity change, negative = displacement, usual class: inhibitors. 350,000 compounds, 0.074% hits. AID 485281, 2010; also: potency is read from the fitted curve at half-maximal effect; % is scaled to controls: 0 for no effect and ±100 for the full control effect; nearly all actives have a fitted effect of over 20% in size
Target sequence (P02791 2-175 limits assumed): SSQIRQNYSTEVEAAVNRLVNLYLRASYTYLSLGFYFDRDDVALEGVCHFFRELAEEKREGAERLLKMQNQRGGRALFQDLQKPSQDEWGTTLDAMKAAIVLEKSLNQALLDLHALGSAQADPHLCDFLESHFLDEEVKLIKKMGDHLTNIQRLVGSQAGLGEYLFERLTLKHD
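In PBS, apoferritin at 10 uM is loaded with 1-AMA from a 50% saturated solution. After 10 min of compound exposure at ambient temperature, reduced 535 nm fluorescence indicates probe displacement.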
APEX1 inh: qHTS Assay for Inhibitors of the Human Apurinic/apyrimidinic Endonuclease 1 (APE1) | DNA repair nuclease/redox regulator APEX1 (Homo sapiens), P27695 | recombinant APE1, TAMRA/BHQ-2 abasic DNA cleavage fluorescence | Potency, µM (highest dose often 65.8 µM), for the others: at the top dose activity change, negative = inhibition, hits mostly inhibitors | 350,000 compounds, 0.35% hits | AID 2517, 2012;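 also: potency is read from the fitted curve at half-maximal effect; plate controls were vehicle for no effect and reference inhibitor for full effect; nearly all actives have a fitted effect of over 55% in size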
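Quantitative HTS: incision of a TAMRA/BHQ-2 double-stranded substrate bearing a tetrahydrofuran abasic site by 0.75 nM APE1 raises fluorescence. Substrate 50 nM final, added after 15 min compound preincubation at room temperature; progress as third-minus-first kinetic read difference.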
POLB inh: qHTS Assay for Inhibitors of DNA Polymerase Beta | P06746 | Pol beta primer extension/strand displacement, fluorescence kinetic | Potency, µM (series often up to 114 µM), inactives show top-dose activity change, negative = inhibition, most hits filed as inhibitors | 340,000 compounds, 1.3% hits | AID 485314, 2010; also: potency is read from the fitted curve at half-maximal effect; % is scaled to controls: 0 for no effect and ±100 for the full control effect
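Human Pol beta at 10 nM; strand-displacement substrate 50 nM final. Compound exposure 15 min at room temperature before start, reaction 10 min at room temperature.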
LDHA block: qHTS assay for inhibitors of human lactate dehydrogenase; L-lactate dehydrogenase A chain (Homo sapiens), P00338; activity change, % (values are at about 110 or 230 µM); purified LDHA, NADH/diaphorase-resazurin fluorescence; stronger effect = lower value; 480,000 compounds, 0.15% hits; AID 1347041, 2019; in the data active = activity change below about -30%; inconclusive = mostly about -25% to -30%;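 also: plate controls were DMSO wells for no effect and wells without enzyme for full effect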
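Remaining NADH was detected by diaphorase (0.133 mg/mL) converting 37 µM resazurin to fluorescent resorufin, read at 0 and 20 minutes. The preceding 5-minute room-temperature reaction used 2 nM LDHA, 0.2 mM sodium pyruvate and 0.06 mM NADH at pH 7.4.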
An asterisk follows results filed as active; ? = inconclusive; · = not tested or not shown; & = joins results of further samples; [ ] = another dose, or the depositor's remark. Unless noted, calls follow the shape of the dose curve; as a rule, active = well fitted curve in the direction sought with a large enough effect; inconclusive = small, poorly fitted or top-dose-only effect, or another doubt; inactive = no such curve, though single readings can be large; an effect the other way counts as inactive or inconclusive. An excerpt (hit frequency here may not be typical).

12-LOX inh	Pol kappa inh	ERG-DNA inh	POLB inh	Pol eta inh	Anesthetic bind	APEX1 inh	RGS4 inh	LDHA block	compound
6%&-3%	-14%	-4%	-22%	-4%	5%	·	-2%	1&4	Cc1cc2oc(C(=O)Nc3ccc(S(=O)(=O)N(C)Cc4ccccc4)cc3)cc(=O)c2cc1C
-23%	-7%	7%	9%	-6%	8%	-4%	-6%	4	COc1cccc(C(=O)N(Cc2nc(-c3ccc(C)cc3)no2)C(C)C)c1
?	-11%	0%	22%	-8%	5%	3%	-11%	-4	Cc1ccc(N2C(=O)C3CCCN3C2=S)cc1 (centres undefined)
0%	-10%[60.1 µM]	1%	-25%	-17%	-14%	·	-19%	7	COc1ccc(N2CC(NC(=O)C(c3ccccc3)c3ccccc3)CC2=O)cc1 (centres undefined)
0%	0%	2%	7%	-7%	-6%	33%[activator]	5%	3	Cn1c(=O)c2c(nc(N/N=C/c3ccco3)n2C)n(C)c1=O
7%	-3%	2%	?	-13%	-15%	1%	-28%	-3	Cc1cccc(OCCCC(=O)Nc2ccc(S(N)(=O)=O)cc2)c1
?	-21%	-1%	-18%	?	3%	7%	?	2&-12	O=C(CN1C(=O)CC(c2ccco2)Sc2ccccc21)Nc1ccccc1F (centres undefined)
-24%	-3%	2%	26%	-20%	?	4%	-1%	3	O=C(CC1C(=O)NCCN1Cc1ccc(Cl)c(F)c1)NC1CCCCC1 (centres undefined)
3%	-5%	9%	-2%	-2%	-12%	44%[activator]	-6%	-8	O=C(Nc1ccc(N2CCCC2)cc1)c1ccc(Cl)cc1Cl
-28%	-21%	5%	17%	-6%	-8%	1%	?	-7	Cc1ccc(C2=N/C(=C\c3ccc(OS(=O)(=O)c4ccc(C)cc4)cc3)C(=O)O2)cc1
-19%	4%	-3%	10%	-5%	-1%	1%	-14%	-7	O=C(NCc1n[nH]c(=S)n1-c1ccc(F)cc1)c1ccco1
3%	-3%	7%	1%	-2%	69%[activator]	15%	-11%	-2	O=C(CSc1ccc2nc(-c3ccccc3)cn2n1)NCC1CCCO1 (centres undefined)
0%	0%	1%	5%	-7%	?	9%	-13%	-2	O=C(Nc1ccc(OCc2ccccc2Cl)cc1)c1cccnc1
-6%	7%	-1%	34%	-4%	1%	·	1%	-2	O=C(COc1ccccc1)Nc1c(C(=O)N2CCN(c3ccc(F)cc3)CC2)oc2ccccc12
?	0%	9%	-8%	-17%	-10%	-10%	15%	-4	CCC(=O)N1CCC2(CC1)Oc1ccc(Cl)cc1C(=O)C21CC(c2ccccc2)=NO1 (centres undefined)
?	-29%	8%	-5%	-22%	-1%	-6%	?	-6	COc1ccccc1C1=NNC(=Nc2cccc(S(=O)(=O)N(C)C)c2)SC1
13%	9%	0%	10%	-6%	9%	3%	1%	0	Cc1cc(C)c2nc(NC(=O)c3ccc4c(=O)n5c(nc4c3)CCCCC5)sc2c1
45µM*	79µM*	?	·	45µM*	·	-5%	?	10	CC1(OC(=O)c2ccco2)C(=O)C=C2C=C(C3CC3)OC=C2C1=O (centres undefined)
-10%	5%	6%[15.4 µM]	11%	-7%	-8%	7%	?	-4	NC(=O)NCc1ccc(F)cc1
0%	-11%	-1%	-5%	?	0%	-2%	0%	-1	O=c1c2[nH]c3ccccc3c2nc2n1CCS2
-17%	-16%	1%	-6%	-14%	-4%	·	14%	-13	Cc1noc2ncnc(NCc3cccc(Cl)c3)c12
-7%	-16%	3%	-28%	89µM*	-9%	·	-2%	-16	CCN(c1cc(C)cc(C)c1)S(=O)(=O)c1nnc(NC(=O)c2cccs2)s1
2%	-23%	2%	-23%	-6%	?	-4%	-13%	-6	CCOC(=O)c1ccc(S(=O)(=O)NC2CCCCCCC2)n1C
3%	-12%	0%	38%	9%	-2%	-1%	-47%	-6	Cc1noc(C)c1CSc1nnc(C)c(=O)[nH]1
?	-17%	5%	·	-8%	·	-5%	2%	-11	Cc1ccc(C(=O)c2c3ccc(C(F)(F)F)cc3nn2CCC(N)=O)cc1
-1%	-6%	-1%	0%	-1%	-11%	4%	4%	-10	c1ccc(CN2CN=C(Nc3nc4ccccc4s3)NC2)cc1
0%	-11%	-4%	-9%	-9%	-6%	-3%	-17%[56.9 µM]	-4	COc1ccc(NC(=O)Nc2nnc(-c3ccco3)s2)cc1
-8%	-4%	?	8%	-15%	-6%	-5%	-35%	-5	CC(=O)OCC(=O)C1=CCC2C3CCC4=CC(=O)C=CC4(C)C3(F)C(OC(C)=O)CC12C (centres undefined)
-5%	-6%	4%	49%	3%	4%	-3%	-29%	-8	Cc1cc(C)c(S(=O)(=O)N2CCCOC2CNC(=O)C(=O)NCc2ccco2)c(C)c1 (centres undefined)
-2%	-8%	-12%	13%	-15%	-3%	15%	5%	-2	COc1cccc(NC(=O)COC(=O)C2CCN(S(=O)(=O)c3cccs3)CC2)c1
?	-5%	-8%	·	-11%	·	·	?	8	c1nc(SSc2ncnc3nc[nH]c23)c2[nH]cnc2n1
-2%	1%	0%	1%	-12%	0%	2%	-14%	2	Cc1cccn2c(CN[C@H]3CCCCNC3=O)c(C(=O)N3CCOCC3)nc12
-6%	-15%[60.1 µM]	0%	?	79µM*	-14%	·	10%	0	CC(=O)c1ccc(S(=O)(=O)Nc2ccc(-c3ccc(N4CCCCC4)nn3)cc2)cc1
20%	-13%	-8%	35%	-10%	-6%	-9%	18%	-9	CCOC(=O)N1CCN(C(=O)C2CCC(=O)N2C(C)C)CC1 (centres undefined)
?	-7%[60.1 µM]	5%	-9%	?	-13%	·	28%	-5	CNC(=O)C1CCN(Cc2cc3ccccc3n2Cc2cccc(C)c2)CC1
0%	1%	0%	53%	-17%	-3%	-8%	-20%	-2	C/C(=N\NC(=O)C1CCCC1)c1ccc(Cl)c(Cl)c1
?	-15%	·	12%[57.1 µM]	-24%	-1%	?	-43%	-11	NS(=O)(=O)c1ccc(NC(=S)NCc2cccc(Cl)c2)cc1
-1%	-4%	5%	36%	-4%	-4%	-4%	-7%[56.9 µM]	-12	CCOC(=O)CN1C(=O)CSc2ccc(S(=O)(=O)N3CCOCC3)cc21
23%	-3%	0%	81%	-13%	-23%	?	-22%	6	Cc1ccc(-n2nnnc2SCC(=O)N2CCc3ccccc3C2)cc1
1%	0%[60.1 µM]	-4%	?	-16%	-10%	·	-34%	3	Cc1ccc(C(=O)Nc2ccc(C(=O)OCc3cc(=O)n4nc(C5CC5)sc4n3)cc2)cc1
11%	-1%	-7%	-1%	-4%	-8%	-4%	-1%	-4	Cc1ccc(-n2c(CSc3nc(C)cc(C)n3)nnc2SCC(=O)N2CCCC2)cc1
9%	-14%	-3%	-29%	-10%	-13%	4%	-42%	2	N#CCCNc1ccc(OCCC#N)cc1
-30%	-2%	-1%	-14%	-21%	-14%	·	4%	2	O=C(NCCCN1CCN(c2ccccc2F)CC1)c1cc2c(Cl)nc3ccccc3c2s1
?	-6%	-6%	·	-23%	·	·	-7%	-1	C#CCN1C=CC(=O)[C@@H](OC(=O)Nc2ccc(Br)cc2)[C@H]1c1ccccc1Br
-23%	-8%	-7%	9%	-12%	-10%	-4%	-26%	-4	O=C(O)c1ccccc1C(=O)NCC(O)COc1ccc(Cl)cc1 (centres undefined)
-3%	-1%	10%	10%	-21%	-17%	6%	-17%	-2	CCc1ccccc1NC(=S)N1CCN(c2ccccc2F)CC1
2%	-9%[60.1 µM]	-8%	19%	-13%	?	·	9%	-6	Cc1ccc(C)c(N2CCN(C(=O)Cn3cnc4nc5c(cc4c3=O)CCCC5)CC2)c1
5%	-5%	6%	·	-1%	·	12%	10%	-8	COc1cc(OC)cc(C(=O)NC2CC3CCC(C2)N3C)c1 (centres undefined)
0%	-3%	-4%	-1%	0%	-12%	23%	0%	1	Cc1c(N=C2NC(=O)C(CC(=O)Nc3ccccc3)S2)c(=O)n(-c2ccccc2)n1C (centres undefined)
0%	-10%	-5%	-16%	-3%	-16%	55%[activator]	6%	-7	COc1ccc(OC)c(S(=O)(=O)N/N=C\c2c[nH]c3ccccc23)c1

Taken from above.
Entry for `COc1cc(OC)cc(C(=O)NC2CC3CCC(C2)N3C)c1` (centres undefined) in 12-LOX inh: 5%
Entry for `Cc1ccc(C)c(N2CCN(C(=O)Cn3cnc4nc5c(cc4c3=O)CCCC5)CC2)c1` in LDHA block: -6

Screening results deposited in PubChem BioAssay by National Center for Advancing Translational Sciences (NCATS).
